PfHsp90 yeast 2: inhibits growth of yeast expressing Plasmodium falciparum Hsp90; hit rate 0.32% among 310,000; inhibition, % at 9.4 µM; AID 504621; S. cerevisiae expressing PfHsp90, BacTiter-Glo ATP, 48 h; yeast lacking PDR1 and PDR3 efflux regulators;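 active = every replicate shows inhibition above about 80%, whatever the replicate mean, limit read from the data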;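 also: 0% = DMSO neutral controls and 100% = 20 µM radicicol positive controls; yeast relying on Plasmodium falciparum Hsp90 in place of its own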
Mot1-301 SUMO: inhibitors of SUMOylation pathway: yeast Mot1-301 growth rescue | S. cerevisiae Mot1-301 growth rescue, ATP luminescence, 38.5C; percent above DMSO median, 100 means doubled | growth rescue, % at 18.8 µM | hit rate 1% among 320,000;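 active = every valid replicate shows activation above 250% relative to neutral control wells; inactive = the rest, any valid replicate at or below 250%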;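 also: OY570 slx delta 5 strain wells were the positive control but not used for scaling; some compounds called inactive have numbers as strong as hits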
Pemphigus Ab inh: blocks pemphigus antibody binding to human desmoglein-3; AID 588358; binding (percent of control), % at 10 µM; P32926; hit rate 0.48% among 310,000; DSG3-coupled beads, scFv-anti-DSG3-GFP binding, flow cytometry; hits give low values;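 active = binding more than 3 SD below its plate's average and above zero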;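 also: hits lower antibody fragment binding to DSG3; some compounds called inactive have numbers as strong as hits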
AddAB inh: less growth of phage-infected E. coli with AddAB. E. coli expressing H. pylori AddAB, absorbance growth. inhibition, % at 11.9 µM. hit rate 0.29% among 330,000; in the data active = inhibition above about 12%;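 also: 0% = vehicle wells of infected cells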
HTR5A inv ctr: counter-screen for OPRM1-OPRD1 inverse agonists: human HTR5A inverse agonism; AID 504634; hit rate 0.083% among 340,000; HTR5A cell line, luminescence; inhibition, % at 9.3 µM; in the data active = inhibition mostly above about 23%, no sharp cut-off; inactive = mostly below about 18%;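 also: 0% = cells with DMSO and 100% = no-cell wells with DMSO; some compounds called inactive have numbers as strong as hits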
MOR-DOR ag: OPRM1-OPRD1 heterodimerization agonism. hit rate 0.3% among 340,000. cells, luminescence. activation, % at 9.3 µM. P35372+P41143; in the data active = activation above about 18%;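 also: 0% = vehicle-treated cells and 100% = reference agonist; values of inactives mirror those of a sister screen read the other way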
Target sequence (P35372 whole entry, looked up): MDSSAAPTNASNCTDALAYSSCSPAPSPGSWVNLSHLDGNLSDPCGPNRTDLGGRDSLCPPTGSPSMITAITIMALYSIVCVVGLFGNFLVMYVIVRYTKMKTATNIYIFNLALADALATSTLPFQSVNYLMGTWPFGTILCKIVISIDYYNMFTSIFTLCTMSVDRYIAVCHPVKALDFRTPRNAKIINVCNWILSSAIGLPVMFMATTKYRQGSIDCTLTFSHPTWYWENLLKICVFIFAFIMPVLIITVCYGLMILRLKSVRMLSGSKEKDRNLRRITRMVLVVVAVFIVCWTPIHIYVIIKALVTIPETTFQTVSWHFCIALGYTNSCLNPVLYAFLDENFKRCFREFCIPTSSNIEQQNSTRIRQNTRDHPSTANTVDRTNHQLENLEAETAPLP
Target sequence (P41143 whole entry, looked up): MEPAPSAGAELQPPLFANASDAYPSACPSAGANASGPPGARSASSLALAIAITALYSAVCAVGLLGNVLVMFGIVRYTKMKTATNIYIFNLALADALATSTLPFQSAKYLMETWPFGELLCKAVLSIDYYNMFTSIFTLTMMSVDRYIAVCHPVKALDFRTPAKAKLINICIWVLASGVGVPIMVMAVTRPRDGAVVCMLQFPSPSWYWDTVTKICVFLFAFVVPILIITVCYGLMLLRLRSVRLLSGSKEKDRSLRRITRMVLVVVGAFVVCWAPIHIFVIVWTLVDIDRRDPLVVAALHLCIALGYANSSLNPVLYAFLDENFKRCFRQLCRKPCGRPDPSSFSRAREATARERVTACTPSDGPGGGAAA
E coli growth: bacterial growth inhibition, counter-screen for AddAB inhibitors. hit rate 0.27% among 330,000. E. coli V3065 growth, OD600 absorbance, 18 h. inhibition, % at 11.9 µM;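 active = inhibition above the campaign's mean inhibition across all tested compounds plus 3 SD, cut at about 9.9% in these data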;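 also: uninfected addAB+ strain grown without phage in ampicillin broth; 0% = DMSO wells and 100% = ciprofloxacin 0.95 µg/ml wells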
PKA-R1A act: activates the PKA-R1A holoenzyme complex | PKA-R1A dissociation, Cy5-IP20 fluorescence polarization; scaled: DMSO 0%, 113 µM cGMP 100% | hit rate 0.083% among 340,000 | activation, % at 11.4 µM | P00514+P68181 | AID 504707;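 active = percent activation above the mean of all tested compounds plus 3 SD, cut at about 19% in these data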;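 also: higher means more PKAc released from R1A so a rise in polarization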
OPRM1-OPRD1 inv: mu-delta opioid heterodimer inverse agonism. inhibition, % at 9.3 µM. AID 504357. hit rate 0.21% among 340,000. P35372+P41143. cell-based MOR-DOR heterodimer luminescence; in the data active = inhibition above about 22%, passing the limit was not always enough;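 also: 0% = cells with DMSO and 100% = wells without cells with DMSO; values of inactives mirror those of a sister screen read the other way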
phage Ecoli inh: E. coli growth loss with phage present. growth absorbance. inhibition, % at 11.9 µM. hit rate 0.26% among 360,000. AID 651602; in the data active = inhibition above about 11%
HTR5A ag ctr: HTR5A agonism, opioid heterodimer counter-screen | HTR5A agonist assay, luminescence, cell-based | activation, % at 9.3 µM | hit rate 0.61% among 340,000 | P47898 | AID 504692; in the data active = activation mostly above about 9.5%, no sharp cut-off; inactive = mostly below about 7.6%;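 also: 0% = cells with vehicle only and 100% = reference agonist; strong numbers were not always called active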
Starred values were filed as active, the others as inactive; . = no result given.

Below each compound: MOR-DOR ag, HTR5A ag ctr, PfHsp90 yeast 2, Mot1-301 SUMO, OPRM1-OPRD1 inv, PKA-R1A act, AddAB inh, phage Ecoli inh, Pemphigus Ab inh, HTR5A inv ctr, E coli growth
CN(CC(=O)Nc1cccc(F)c1)C(=O)c1cc(S(=O)(=O)N2CCCCC2)ccc1N1CCOCC1
  -2.8, 11, 3, -18, 15, 0, -2.7, 0.3, 102, -13, -1.1
Cc1ccc(C(=O)NCC(=O)OC(C)C(=O)Nc2ccccc2[N+](=O)[O-])s1 (stereo unspecified)
  -0.8, 1, -7, -12, 3, -4, 0.3, 2.0, ., -2, 2.2
Cc1cc(C)c(OCCN2C(=O)NC(C)(C)C2=O)c(Cl)c1
  0.8, 1, 17, -7, -4, -1, -0.1, 4.0, 97, 6, -1.4
O=C(NC(c1ccccc1)c1ccccc1)C1CCCO1 (stereo unspecified)
  -1.0, 3, 2, 8, 5, 0, 0.2, 2.9, 103, -9, -1.8
O=C(CCn1c(=O)sc2ccccc21)Nc1nc2ccccc2s1
  0.4, 6, 0, 12, -2, -10, -0.3, 4.5, 100, -17, 0.3
COC(=O)c1ccc(-c2cc(CC3(C(=O)OC)CCN(C(=O)OC(C)(C)C)CC3)on2)cc1
  -0.4, 5, -5, -11, 2, 7, 3.6, 0.2, 108, -15, -1.1
Cc1[nH]c(C)c(S(=O)(=O)N2CCCCC2)c1C(=O)N1CCCC1
  -1.2, 5, -19, -1, 6, -5, 2.4, 3.8, 100, 15, -3.1
CCOC(=O)c1cccnc1NC(=O)c1ccccc1
  2.9, -3, -5, 61, -21, -4, -1.7, 4.2, 109, 7, 1.6
O=C(Cn1cccc1C(=O)c1ccccc1)NCc1ccc2c(c1)OCO2
  -0.3, -1, -2, -11, 2, 4, 6.4, 1.1, 100, -7, 0.0
COc1ccc(OC)c(NC(=O)NNS(=O)(=O)c2ccc(C)cc2C)c1
  -1.9, 0, -11, 3, 10, 0, 0.4, 0.4, 100, 12, 0.9
CCc1ccc2[nH]c(=O)c(CN(CCN3CCCC3)C(=O)NC3CCCCC3)cc2c1
  -1.2, 0, 30, -9, 7, -6, 0.6, 2.5, ., 1, 0.2
COc1ccc(CCNC(=O)c2ccc([N+](=O)[O-])cc2Cl)cc1OC
  -0.7, -1, 12, 11, 3, -4, 3.8, 0.5, 111, -18, -0.7
COc1ccc(C(=O)NC(=S)N(CCC(C)C)c2c(N)n(Cc3ccccc3)c(=O)[nH]c2=O)cc1
  -2.6, 3, -3, 0, 13, -2, 1.3, 1.6, 103, -12, -0.3
O=C(c1cccs1)N(Cc1ccco1)C1CCS(=O)(=O)C1 (stereo unspecified)
  -2.4, 0, 0, 200, 13, 5, 1.5, 2.4, 102, 27, 1.3
Cc1onc(-c2ccccc2Cl)c1C(=O)NNC(=O)c1ccccc1F
  -2.1, 5, -28, 4, 11, 15, -3.2, 1.4, 105, -23, -2.0

Going on with the list:
Below each compound: MOR-DOR ag, HTR5A ag ctr, PfHsp90 yeast 2, Mot1-301 SUMO, OPRM1-OPRD1 inv, PKA-R1A act, AddAB inh, phage Ecoli inh, Pemphigus Ab inh, HTR5A inv ctr, E coli growth
Cc1cc(C)c(S(=O)(=O)NCc2cccnc2)c(C)c1
  -2.0, 3, -22, 3, 9, 9, -0.2, 3.1, 102, -11, -0.3
Cc1ccc(-c2csc3ncn(CC(=O)O)c(=O)c23)cc1C
  -3.9, -1, 36, -2, 20, -5, 4.8, 2.5, 110, 3, 1.2
O=C(Nc1ccccc1N1CCCCC1)c1ccc(-c2cccc(Cl)c2)o1
  -2.4, -1, -6, 18, 13, 5, -1.9, 2.5, 117, 4, -0.3
COc1cc(CN2CCNC(=O)C2CC(=O)NCCc2ncccc2C)cc(OC)c1 (stereo unspecified)
  -2.2, -3, -8, 662*, 11, -2, -0.3, 4.5, 102, 7, -3.5
COc1cc(-c2nnc(-c3ccccc3)o2)cc(OC)c1OC
  0.0, 1, -4, ., 0, -2, 0.3, 0.2, 103, 2, 0.1
CC1(C)C(=O)OC(/C=C/c2cccc([N+](=O)[O-])c2)C(C)(C)C1=O (stereo unspecified)
  1.8, 6, 1, 283, -9, 1, 2.6, 3.1, ., 0, 4.4
Cc1ccc2nc(SCC(=O)N3CCN(c4ccccc4)CC3)[nH]c2c1
  -3.0, 2, 15, -1, 15, -8, 1.5, 1.9, 112, 11, -1.5
N#Cc1cc2ccccc2nc1N
  1.3, 1, -3, 18, -6, -7, -0.6, 1.2, ., 7, -0.9
O=C(CN1CCC(NC(=O)Nc2ccccc2-c2ccccc2)CC1)NCc1ccco1
  -1.3, 10, 18, -11, 7, -7, 0.6, 0.8, 92, 5, 1.6
CC(C)(C)NC(=O)CN(CCN1CCOCC1)C(=O)CNS(=O)(=O)c1ccccc1
  4.7, 3, 17, -6, -39, 3, 3.4, -1.1, 103, -29, 3.3
Cc1ccc(S(=O)(=O)/N=C(/Nc2cccc(O)c2)c2ccccc2)cc1
  0.8, 2, -3, -12, -5, 6, 0.7, 1.0, ., -12, 0.9
Cc1ccc(S(=O)(=O)C2(C(=O)N(C)C3CCCCC3)CC2)cc1
  2.4, 9, ., -6, -12, 6, 1.1, ., 103, 0, 1.7
O=C(Nc1ccccc1N1CCN(C(=O)c2ccccc2)CC1)c1ccc2c(c1)OCO2
  0.7, 0, -8, -19, -3, 4, -1.3, -2.0, 106, 1, -1.3
c1ccc(CNc2ncnc3sccc23)cc1
  -1.0, 0, -50, -11, 5, -3, 2.6, 1.7, 108, -1, -1.2
Nc1ncnc2c1nc(SCCO)n2Cc1ccccc1
  -1.8, -8, 13, 88, 9, -8, 1.3, 3.5, 100, -3, -0.8

The list continues:
Below each compound: MOR-DOR ag, HTR5A ag ctr, PfHsp90 yeast 2, Mot1-301 SUMO, OPRM1-OPRD1 inv, PKA-R1A act, AddAB inh, phage Ecoli inh, Pemphigus Ab inh, HTR5A inv ctr, E coli growth
CCOC(=O)c1[nH]c(C)c(C(=O)NC2CCN(C(=O)OCC)CC2)c1C
  -3.3, 5, -7, ., 19, 4, 3.5, 2.8, 107, -12, 2.0
CCCCN1C(C(=O)Nc2cc(C)on2)=C(O)c2ccccc2S1(=O)=O
  -3.6, 1, -3, -4, 17, 1, -2.1, -1.8, 106, -4, -1.4
CCN(CC)C(=O)CSc1nnc(-c2ccc(S(=O)(=O)N3CCOCC3)cc2)n1C
  -2.9, 1, -18, 1, 15, 8, -1.4, -1.2, 107, -24, -1.4
COc1ccc(NC(=S)N/N=C2\CC(C)(C)Oc3ccc(OC)cc32)cc1
  1.3, 19*, -1, 10, -7, 6, 0.9, 1.3, 106, -67, -2.4
O=C(COc1cc(O)c2c(=O)cc(-c3ccccc3)oc2c1)c1ccc(F)cc1
  -1.5, 0, 15, -9, 9, 3, 0.7, -1.1, 105, -15, 3.4
COC(=O)N1C(=O)[C@@](Cc2ccccc2)(c2ccccc2)N1C(=O)OC
  -1.2, 0, -3, -3, 6, -12, 3.0, 2.3, 102, 8, 2.5
Cc1ccc(/C=C/C(=O)c2ccccc2O)cc1
  1.8, 2, 6, -8, -9, -4, 2.6, 3.7, 87, -6, 2.7
Cn1ncc(Cl)c1C(=O)N1CCC(Cc2ccccc2)CC1
  -3.8, 0, ., 10, 20, -5, 2.1, -2.4, 97, 0, 1.8
N#Cc1ccccc1CSc1nc(N2CCCCC2)nc(N2CCCCC2)n1
  -1.5, -1, 20, -9, 6, -5, 1.6, -2.4, 107, 14, -2.1
O=C1c2cccc3c(Cl)ccc(c23)C(=O)N1O
  -1.4, 8, -6, 7, 8, -6, 6.2, 1.9, 103, -9, 3.9
CC(Cc1ccccc1)C(=O)N[C@@H](CO)Cc1ccccc1 (stereo partly specified)
  -0.5, 4, -21, -1, 3, 6, 0.9, 1.4, 99, 2, -2.0
CCN(CC)C(=O)CSc1nnc(CNc2ccc(F)cc2)n1Cc1ccco1
  -2.2, 1, -14, 543*, 12, 8, 0.8, 1.5, 97, -22, -3.0
N#Cc1c(N)c2ccccn2c1C(=O)c1ccc(Br)cc1
  -1.0, -1, -1, 13, 4, -6, -2.0, 0.6, ., 4, 1.0
C[C@@H](C(=O)O)[C@@H]1C[C@@]1(C)[C@@H](NC(=O)OCc1ccccc1)c1ccccc1
  -2.1, 8, 5, 4, 12, 12, 0.8, 2.4, 99, -9, -3.1
O=C1CSC(c2cccnc2)N1CC1CC1 (stereo unspecified)
  -2.4, 1, -5, -23, 12, -8, 0.6, 3.1, ., -13, 0.2

(next part)
Below each compound: MOR-DOR ag, HTR5A ag ctr, PfHsp90 yeast 2, Mot1-301 SUMO, OPRM1-OPRD1 inv, PKA-R1A act, AddAB inh, phage Ecoli inh, Pemphigus Ab inh, HTR5A inv ctr, E coli growth
CCc1ccc(C(C)(O)C(CN2CCOCC2)c2ccccc2)cc1 (stereo unspecified)
  -0.4, 3, 15, 16, 2, 8, -1.7, -2.2, 103, -13, 0.5
CCCCNC(=O)c1c(CSc2ccc(Cl)cc2)noc1C(=O)NCCC
  0.7, 0, ., 12, -4, 3, 3.2, 3.9, 107, -22, 0.1
Cc1ccc(C2=NC(C(F)(F)F)(C(F)(F)F)c3c(n(-c4ccc(F)cc4)c(=O)[nH]c3=O)N2)cc1
  -1.8, 7, -11, -19, 10, 7, 0.2, 4.8, ., -11, 1.2
CCN(c1ccccc1)S(=O)(=O)c1ccc(OC)c(NC(=O)Cc2ccc(OC)c(OC)c2)c1
  -0.7, 5, -15, 48, 3, 4, -1.3, 0.3, 114, -11, -2.8
Cc1cccc(-c2nc(C#N)c(NCC3CCCO3)o2)c1 (stereo unspecified)
  -1.9, 4, -10, 6, 10, 13, -0.7, -1.6, 116, -14, -0.8
Cc1ccc(/C=C/S(=O)(=O)Nc2ccc(C)cc2)cc1
  -1.6, -6, 32, -29, 9, 2, 1.3, 2.6, 99, 16, -0.2
Cn1c(=O)cc(SCC(=O)NCc2ccco2)c2ccccc21
  -3.7, -3, -1, ., 19, -1, 0.7, 1.9, 100, 5, -1.9
S=c1[nH]nc(-c2ccccn2)n1/N=C/c1ccc(-c2ccccc2Br)o1
  1.7, -1, -30, ., -9, 0, ., 3.9, 98, 2, .
COC(=O)[C@]1(C)N[C@H](CN(C)C(=O)NC(C)C)[C@@H]2C(=O)N(C)C(=O)[C@@H]21
  -1.9, 1, -28, -16, 9, 5, 4.0, 1.4, 96, -4, -3.2
Cc1c(NC(=O)C(C)N2C(=O)C3CCCCC3C2=O)c(=O)n(-c2ccccc2)n1C (stereo unspecified)
  -1.2, -2, 5, 9, 6, -5, 1.7, 0.5, 106, 4, -0.2

High-throughput results deposited in PubChem BioAssay by several laboratories.
